KDM5B inh: inhibitors of human KDM5B histone demethylase; Q9UGL1; KDM5B demethylase, FDH-coupled NADH fluorescence (FDH is formaldehyde dehydrogenase); Potency, µM (titrated, usually from 57.7 µM), inactives show top-dose activity change, negative = inhibition, most hits filed as inhibitors; hit rate 2.6% among 220,000; AID 1347165; active means well fitted inhibition curve with a large enough effect; inconclusive means small, poorly fitted or top-dose-only effect; inactive means no such curve, though single readings can be large or run the other way; further: 0% is about no effect; nearly all actives have a fitted effect of over 70% in size
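Here, H3K4me3 peptide (12.5 µM in substrate mix) is demethylated by KDM5BΔAP, 200 nM final, after 10 min compound exposure. Formaldehyde product is coupled through FDH (0.25 U/mL in mix) to NADH fluorescence; 30-min ΔRFU feeds dose-response curves.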
* marks the source's active call; other numbers are inactive results; i = inactive; ? = inconclusive; & = joins results of further samples; [ ] = another dose, or the depositor's remark. Potency means the concentration at half of the fitted maximal effect. This is a subset, so the mix of outcomes need not match the whole.

KDM5B inh	molecule
-13%	COc1ccc(C(=O)N2CC(Oc3ccc(-c4nc(-c5ccccc5)no4)cc3)C2)cc1
-2%	COC(=O)c1ccc(/C=C/C(=O)c2cc(C)sc2C)cc1
15%[86.2 µM]	O=C(c1cccnc1)N1CCC2(CC1)C(=O)NN=C2c1cccnc1
29%	Cc1nc2c(c(N(C)Cc3noc(C4CCCC4)n3)n1)CCNCC2
-8%	O=C(c1cccn1-c1nnc(N2CCCC2)s1)N1CCN(c2ccc(F)cc2)CC1
-3%	CCn1ccc(C(=O)NCC(=O)N2CCCCCNC(=O)CC2c2ccccc2)n1 (configuration not stated)
-12%	Cc1cccc(C(=O)N2CCC(OC3CCN(C)CC3)CC2)c1
-24%	COC(=O)c1ccc(Cl)cc1NC(=O)N(C)CCc1c(C)nn(C)c1C
17%	COC(=O)c1ccc(NC(=O)CSc2nnc(-c3ccccc3OC)n2-c2ccccc2)cc1
-5%	CC1(C)Cc2c(sc(NC(=O)C(=O)NCCO)c2C#N)CO1
28%	CCCCCn1nc(C(=O)Nc2ccc(Br)cc2F)c2ccccc2c1=O
9%	COc1ccccc1CNC(=O)CCCN1C(=O)CSc2c1c(C)nn2-c1ccccc1
7%	CCC(C)NC(=O)Cn1c(=O)c2c(ncn2C2CCCC2)n(Cc2ccccc2)c1=O (configuration not stated)
6%	CCN(C(=O)c1cccc(C(=O)OC)c1)C12CC3CC(CC(C3)C1)C2
6%	Cc1nc2c(c(-c3ccc(O)cc3)n1)CN(C(=O)c1ccc(C(F)(F)F)cc1)CCC2
-17%	CCc1ccc(N2CCn3c2nc2c3c(=O)n(Cc3cccc(C)c3)c(=O)n2C)cc1
?	O=C(NNC(=O)c1c2c(nc3ccccc13)CCCC2)c1ccccn1
9%	CC1CCN(S(=O)(=O)c2ccc(NC(=O)C3=COCCO3)cc2)CC1
?	CC(C)N(C(=O)CSc1nc2ccc(Cl)cc2[nH]1)c1ccccc1
9%	Cc1ccc(NC(=O)C(=O)NCC(c2cccnc2)N2CCN(c3ccccc3F)CC2)cc1F (configuration not stated)

An excerpt from above in order of SMILES length, lowest first:
KDM5B inh	molecule
-12%	Cc1cccc(C(=O)N2CCC(OC3CCN(C)CC3)CC2)c1
-5%	CC1(C)Cc2c(sc(NC(=O)C(=O)NCCO)c2C#N)CO1
29%	Cc1nc2c(c(N(C)Cc3noc(C4CCCC4)n3)n1)CCNCC2
28%	CCCCCn1nc(C(=O)Nc2ccc(Br)cc2F)c2ccccc2c1=O
?	CC(C)N(C(=O)CSc1nc2ccc(Cl)cc2[nH]1)c1ccccc1
9%	CC1CCN(S(=O)(=O)c2ccc(NC(=O)C3=COCCO3)cc2)CC1
-3%	CCn1ccc(C(=O)NCC(=O)N2CCCCCNC(=O)CC2c2ccccc2)n1 (configuration not stated)
9%	COc1ccccc1CNC(=O)CCCN1C(=O)CSc2c1c(C)nn2-c1ccccc1
-8%	O=C(c1cccn1-c1nnc(N2CCCC2)s1)N1CCN(c2ccc(F)cc2)CC1
7%	CCC(C)NC(=O)Cn1c(=O)c2c(ncn2C2CCCC2)n(Cc2ccccc2)c1=O (configuration not stated)
-17%	CCc1ccc(N2CCn3c2nc2c3c(=O)n(Cc3cccc(C)c3)c(=O)n2C)cc1
17%	COC(=O)c1ccc(NC(=O)CSc2nnc(-c3ccccc3OC)n2-c2ccccc2)cc1
9%	Cc1ccc(NC(=O)C(=O)NCC(c2cccnc2)N2CCN(c3ccccc3F)CC2)cc1F (configuration not stated)
6%	Cc1nc2c(c(-c3ccc(O)cc3)n1)CN(C(=O)c1ccc(C(F)(F)F)cc1)CCC2

Later entries:
KDM5B inh	molecule
-4%	CC(Oc1cc2oc(=O)cc(-c3ccccc3)c2cc1Cl)C(=O)NCCCO (configuration not stated)
4%	Cc1nc(CC(=O)N2CCCC3(CCC(=O)N(CCC(C)C)C3)C2)cs1 (configuration not stated)
-6%	Cc1nc(-c2cn(C3CCCN(C(=O)c4cccc(F)c4)C3)nn2)no1 (configuration not stated)
-4%	O=C(C1CCCN(c2cnn(Cc3ccccc3)c(=O)c2)C1)N1CCCC1 (configuration not stated)
10%	Cc1ccccc1C(=O)OC1CCCN(C)C1 (configuration not stated)
-2%	CCN1CCN(C(=O)c2cc3ccccc3oc2=O)CC1
22%	CC(=O)N1CCN(S(=O)(=O)c2c(C)n(C)c(=O)n(C)c2=O)CC1
16%	Cc1cc2nc(/N=C(\N)NC(=O)C(C)C)nc(C)c2cc1C
-11%[86.2 µM]	C[C@@H](NC(=O)C1CCCC1)c1onc(-c2ccc(Cl)cc2)c1C(=O)O
15%	Cc1ccc(-n2ncc(C(=O)N3CCCC3)c2-n2cccc2)cc1
-21%	O=C(NCc1ccco1)C1COC2(CCN(C(=O)c3ccco3)CC2)N1C(=O)c1ccc(F)cc1 (configuration not stated)
22%	COc1ccc(CNCC(O)(c2ccc(F)cc2)c2ccc(F)cc2)cc1OC
-26%	COc1ccc(NC(=O)CCS(=O)(=O)c2nc(-c3ccc4c(c3)OCO4)cc(C(F)(F)F)n2)c(OC)c1
-27%	COc1cccc(-c2ccccc2NC(=O)C2CCN(Cc3ccc(F)cc3)CC2)c1
?	COc1ccc(C(=O)/C(C#N)=C\c2ccccc2I)cc1
1%	CC(=O)N1N=C(c2ccc(C)c([N+](=O)[O-])c2)OC1(C)C
8%	Cc1noc([C@H]2CCN(Cc3ccc4c(c3)CCO4)C[C@H]2NC(=O)C2CC2)n1
-6%	COC[C@@H]1CN(Cc2cc(F)ccc2F)C[C@H]1C(=O)NC1CC1
-16%&10%[149 µM]	O=C1COCCN1C1CCN(Cc2cccc3ccccc23)CC1
18%	NS(=O)(=O)c1ccc(C(=O)N2CCC3(CC2)Nc2ccccc2NC3=O)cc1
-1%&8%	COc1cccc2cc(CC(=O)c3ccccc3)c(=O)oc12
-9%	CCOc1ccc(NC(=O)CCCn2c(C)c3cnn(-c4ccccc4)c(=O)c3c2C)cc1
14%	O=C(N[C@@H]1CN(Cc2ccc(F)cc2Cl)C[C@H]1CO)C1CC1
-12%	O=C(c1cccc2ccccc12)N(Cc1ccc2[nH]ccc2c1)C1CC1
?	Cc1ccc(-n2ncc3c(N(C)Cc4ccccc4)ncnc32)cc1
-16%	Cc1ccccc1Cn1nc(C)c(NS(=O)(=O)c2c(C)nn(C(F)F)c2C)c1C
?	CS(=O)(=O)c1ncc(N(Cc2ccccc2)Cc2ccco2)c(C(=O)Nc2cccc(C(F)(F)F)c2)n1
-4%	COc1ccc(S(=O)(=O)N(CC(=O)Nc2ccccc2Cl)Cc2ccccc2)cc1
-4%	CC(Oc1ccc(F)c(F)c1)C(=O)NCCC(=O)N1CCOCC1 (configuration not stated)
16%	C#CCNC(=O)CN1CCN(C(=O)c2ccc(F)cc2)CC1
6%	CSc1sc(C(=O)NCC2CC2)cc1S(=O)(=O)C(C)C
-16%	CN(Cc1ccc(Cl)cc1Cl)C(=O)c1cc(=O)c2ccccc2o1
-14%	Cc1nc(N2CCC(NC(=O)C3CCCCC3)CC2)cc(C(F)(F)F)n1
-1%	Cc1ccc(S(=O)(=O)N2CCN(C(=O)CCc3ncc(-c4ccccc4Cl)o3)CC2)cc1
-20%	CCOC(=O)c1c(NC(=O)COC(=O)c2ccc(NC(=O)CC#N)cc2)sc(C(=O)NC)c1C
6%[86.2 µM]	COc1ccc(CN2CCCn3nc(C)c(-c4ccnn4C(C)C)c32)cc1O
-11%	Cc1cc(C)cc(OCC(=O)c2ccc3c(c2)N(CC(=O)N2CCOCC2)C(=O)CO3)c1
0%	CCOc1ccc(CNC(=O)CC(C)n2ccc(C)n2)cc1 (configuration not stated)
?	COc1cc2cc(CN3CCC(N(C)C)C3)c(-c3cccc(Cl)c3)nc2cc1OC (configuration not stated)
-18%	O=C(Cc1ccccc1)NCCC1CCN(C(=O)Nc2cccc(F)c2)CC1
1%	NCCOc1cccc(C(F)(F)F)c1
?	COc1ccc(Cc2nc3c4c(C)c(C)n(CC(C)C)c4ncn3n2)cc1OC
0%	Cc1ncsc1C(=O)N1CCC2(CC1)OC(=O)N(Cc1ccccc1)C2(C)c1cccnc1 (configuration not stated)
?	Cc1ccc2nc(C3CCCN(Cc4cccc(-c5ccc(F)cc5F)c4)C3)[nH]c(=O)c2c1 (configuration not stated)
-7%	CCOc1ccc(-c2noc(CSc3nnc(Cc4ccccc4)n3-c3ccc(F)cc3)n2)cc1
-4%[149 µM]	CC(=O)N1CC2(CCN(C(=O)CCC(=O)O)C2)Cc2ccccc21 (configuration not stated)
?	CCOc1ccc(CNC(=O)CCCn2c(=O)c3cccn3c3cccnc32)cc1
-12%[86.2 µM]	CCCNC(=O)N[C@@H]1CCC[C@@H](C(=O)NCc2cc(F)cc(F)c2)CC(=O)N(C)C1
35%	CC(C)CN(C(=O)COc1ccc(-c2nnco2)cc1)C1CCS(=O)(=O)C1 (configuration not stated)
28µM*	CCNC(=O)C1CCN(C(=O)c2ccc3nc(-c4ccccc4)cn3c2)C1 (configuration not stated)

Following part:
KDM5B inh	molecule
16%	Cc1nc2cc(NC(=O)COc3cccc(Cl)c3)ccc2o1
-29%	COc1ccc(CN2Cc3[nH]cnc3C[C@H]2C(=O)N2CCC(Cc3ccccc3)CC2)cc1
-28%	COCCCNC(=O)N1CCC(Cc2noc(-c3ccncc3)n2)C1 (configuration not stated)
13%	C=CCNC(=O)c1nc(-c2cccc3[nH]ccc23)no1
-19%	CCNC(=O)c1ccc(CN2C(=O)C(C)=C(c3ccc(C)c(C)c3)S2(=O)=O)cc1
28%	C=CCOc1ccc(CNCc2ccco2)cc1OCC
-12%	O=C(CC1CCOC2(CCN(C(=O)c3ccccc3)CC2)C1)N1CCCC1 (configuration not stated)
-25%[115 µM]	O=[S+]([O-])(c1ccccc1)N1CC2(CCCN2C2COC2)Cc2ccccc21 (configuration not stated)
4%	Cn1c(=O)n(C)c2cc(CNCc3ccccc3Cl)ccc21
-9%	CCN1CCC2(CC1)N=C(SCC(=O)Nc1ccc(F)cc1F)C(c1ccccc1)=N2
-12%	O=C(Cn1ncc2ccccc2c1=O)NC1CCCCC1
?	CS/C(Nc1cc(Cl)ccc1Cl)=C(/C#N)C(=O)c1ccco1
4%	NC(=O)CN1C(=O)C2(CC(=O)Nc3c2cnn3Cc2ccccc2Cl)c2ccccc21 (configuration not stated)
-1%	CCOCCCNC(=O)C(c1ccc(OC)cc1)N(Cc1cccs1)C(=O)c1ccccc1O (configuration not stated)
?	CSc1nn(Cc2ccc(F)cc2)c(N(C(C)=O)C(C)=O)c1S(=O)(=O)c1ccccc1
2%	Cc1onc(-c2cnn(C)c2NCCc2ccccc2)c1C(=O)N1CCC(c2ccccc2)CC1
1%	Cc1ccoc1C(=O)OCc1cccc(C#N)c1
-14%	O=C(Cc1c[nH]c2ccccc12)NCC12CCC=C1N(CC1CC1)C(=O)CC2 (configuration not stated)
2%	CCS(=O)(=O)N1CCc2cc(C(=O)Nc3cc([N+](=O)[O-])ccc3C)ccc21
13%	COc1cccc(OCCn2c(C)nc3cc(C)c(C)cc32)c1
16%	CC(C)CCN(C)C1CCN(C(=O)Nc2ccc(Cl)cc2)CC1
?	Cc1ccc(CN2CCn3c(nn(-c4ccc([N+](=O)[O-])cc4)c3=O)C2)cc1
20%	O=C1NCCOCCN(S(=O)(=O)c2cccc(F)c2)[C@H]2CCC[C@@H]12
6%	CCOC(=O)C1=C(CN2CCC(C)CC2)NC(=O)NC1c1ccc(F)cc1 (configuration not stated)
5%	CCc1ccc(NC(=O)c2nn(-c3ccc(C)cc3)c(=O)n(C)c2=O)cc1
-27%	COc1ccc(OC)c2c1cc(C(=O)N[C@@H](C)C(=O)N[C@@H](C(=O)O)c1ccccc1)n2C
-13%	Cc1nc(-c2c3n(c(=O)n(CC(=O)c4ccc(Cl)cc4)c2=O)CCCC3)no1
-23%&12%	Nc1cc(=O)[nH]c(SCc2ccc(Cl)cc2Cl)n1
11%	CCOc1ccc(CN(C)C(=O)CNC(=O)C2CCCCC2)cc1
?	COc1ccc(/C=C/c2nc3ccccc3s2)cc1OC(F)F
i	COc1cccc(OC(=O)CSc2nnc(-c3cccs3)o2)c1
10%	O=C(COc1ccccc1Cl)Nc1ccc(-n2cnnn2)cc1
?	COC(=O)c1cc2oc3ccccc3c2n1CC(=O)Nc1ccc(F)c(Cl)c1
-8%	OC1(c2csc(CN3CCOCC3)n2)CCN(Cc2ccccc2C(F)(F)F)CC1
?	O=S(=O)(Cc1ccccc1)N1CCN(Cc2ccc(Br)cc2)CC1
12%	CCCN1C(SCC(=O)Nc2ccc(CC)cc2)=NS(=O)(=O)c2ccccc21
?	COc1ccc(CNc2ncnc3c2cnn3-c2ccc(C)c(C)c2)cc1
11%	COc1ccc2c(-c3ccccc3)cc(SCC(=O)NC3CC3)nc2c1
-19%	C/C(=N/NC(=O)c1cccs1)c1ccc2ccccc2c1
29%	CC(C)(C)C(=O)NCCCNC(=O)c1cccs1
?	COC(=O)Cn1c(=O)c2cccn2c2cccnc21
-13%[86.2 µM]	CCNC(=O)NC[C@@H]1C=C(C)[C@H](CC(=O)NCCN(C)C)C[C@H]1C(C)C
-6%	O=C(Nc1cccc(Cl)c1N1CCOCC1)c1ccco1
-6%	COC(=O)c1cc2occc2n1Cc1nc(-c2cccc(Br)c2)oc1C
-16%	COc1cccc(CN2CCC3(CC2)C(OC)CN3c2cccc(F)c2)n1 (configuration not stated)
24%	COCc1noc([C@@H]2CN(S(=O)(=O)c3ccc(C#N)cc3)C[C@H]2C(N)=O)n1
?	COCCn1c(SCC(=O)c2cc(C)ccc2C)nc2cc(C(=O)NC3CCCC3)ccc2c1=O
8%	CCc1nc(-c2c3n(c(=O)n(CC(=O)NCCc4ccccc4)c2=O)CCCC3)no1
